Screening data (PubChem)
N370S GC – inhibitors or activators of N370S glucocerebrosidase for Gaucher disease | 330,000 tested, 0.092% active | P04062 | Potency, µM (top dose mostly 59.4 µM), inactives show top-dose activity change, negative = inhibition, actives largely listed as inhibitors | N370S GC spleen homogenate, 4MU-glucoside fluorescence;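 also: 0% = full enzyme activity and -100% = no enzyme basal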
FEN1 inh – inhibitors of human flap endonuclease 1; Potency, µM (top dose mostly 114 µM), without a hit: at the top dose activity change, negative = inhibition, most hits filed as inhibitors; 390,000 tested, 0.35% active; AID 588795; P39748; Recombinant FEN1 flap cleavage, fluorescence, 15 min; also: nearly all actives have a fitted effect of over 65% in size
Target sequence (P39748 whole entry, looked up): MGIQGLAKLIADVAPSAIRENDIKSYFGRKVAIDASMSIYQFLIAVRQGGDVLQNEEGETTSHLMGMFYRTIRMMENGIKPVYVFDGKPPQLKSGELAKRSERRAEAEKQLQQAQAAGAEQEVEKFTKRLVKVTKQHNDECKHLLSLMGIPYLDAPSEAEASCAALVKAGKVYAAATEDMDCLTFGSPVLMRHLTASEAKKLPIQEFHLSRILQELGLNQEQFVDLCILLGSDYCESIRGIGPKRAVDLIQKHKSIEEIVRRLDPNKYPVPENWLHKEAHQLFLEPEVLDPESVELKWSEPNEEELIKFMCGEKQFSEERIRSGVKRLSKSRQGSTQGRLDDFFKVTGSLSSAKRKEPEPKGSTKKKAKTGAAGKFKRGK
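Quantitative HTS format: each compound was titrated, incubated with 10 nM nuclease for 15 min at room temperature, then challenged with flap substrate at 50 nM final. Signal change over 15 min gave concentration–effect curves.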
GCN5L2 inh – blocks human GCN5L2 histone acetyltransferase. Q92830. GCN5L2 HAT assay, ThioGlo1 CoA-SH fluorescence. Potency, µM (doses to about 58.9 µM), for inactives: top-dose activity change, negative = inhibition, actives largely listed as inhibitors. 390,000 tested, 0.21% active. AID 504327
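Free CoA generated was detected with ThioGlo1 (50uM) fluorescence at Ex340nm/Em540nm, read immediately and after 20 min at room temperature. Enzyme, 20 nM in HEPES pH 7.5 buffer, saw compounds 15 min before adding 75uM H3(1-25) peptide and 70uM acetyl-CoA.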
An asterisk follows results filed as active; ? = inconclusive; · = not tested or not shown; & = joins results of further samples; [ ] = another dose, or the depositor's remark. Calls follow the shape of the dose curve; as a rule, active = well fitted curve in the direction sought with a large enough effect; inconclusive = small, poorly fitted or top-dose-only effect, or another doubt; inactive = no such curve, though single readings can be large; an effect the other way counts as inactive or inconclusive. Unless noted, % is scaled to controls: 0 for no effect and ±100 for the full control effect; potency is read from the fitted curve at half-maximal effect.

FEN1 inh,GCN5L2 inh,N370S GC,SMILES
1%,2%,-5%,Cc1ccc(NC(=O)c2ccc(Cl)c(S(=O)(=O)NCC3CCCO3)c2)c(O)c1 (stereo not drawn)
-12%,0%,-9%,CCOc1cc(/C=C2/NC(=O)NC2=O)cc([N+](=O)[O-])c1O
-2%,-5%,-11%,CC(=O)Nc1ccc(C(=O)Nc2ccc(S(=O)(=O)NCC3CCCO3)cc2)cc1 (stereo not drawn)
0%,0%,4%,CCCSc1nc2c(cnn2-c2ccc(Cl)cc2)c(=O)[nH]1
-5%,-7%,4%,COc1cccc(C2CC(=O)NC(SC)=C2C#N)c1 (stereo not drawn)
0%,-7%,-1%,CN(C)c1ccc(/C=N\Nc2ccccn2)cc1
8%,-7%,-4%,CN(C)CCN(Cc1cc2cc3c(cc2nc1Cl)OCO3)C(=O)c1ccco1
7%,-13%,7%,CCCS(=O)(=O)N1CCN=C1SCc1cccc2ccccc12
0%,1%,-1%,Cc1cc2c(ncn2C(C)C)c(N)c1C
·,9%,11%,CNCC(=O)NCC(=O)N[C@@H](Cc1ccccc1)C(=O)N[C@@H](CC(C)C)C(=O)O
-1%&-14%,-6%,2%,Cc1ccc2c(C)nc(/N=C(\N)NC(=O)N3c4ccccc4Sc4ccccc43)nc2c1
-3%,1%,7%,CCCCCCc1cc2cc(S(=O)(=O)c3ccc(F)cc3)c(=O)oc2cc1O
-8%,-7%,1%,COC(=O)[C@H](CCSC)NC(=O)NCCC1=CCCCC1
18%,-4%,·,CCOc1ccc(NC(=O)c2c(Nc3ccc(OC)cc3OC)sc(C(=O)c3ccc(Cl)cc3)c2N)cc1
-3%,-2%,1%,Cc1ccc2oc(=O)c3cnn(CC(=O)NCCc4ccsc4)c3c2c1
-3%,-4%,9%,CCCCC1(Cc2ccc([N+](=O)[O-])cc2)C(=O)N(c2ccccc2)N(c2ccccc2)C1=O
3%,1%,4%,O=C(Nc1ccc(-c2nnc3n2CCCCC3)cc1)c1cnccn1
·,-13%,6%,O=S(=O)(c1ccccc1)N1CCC[C@@]2(CCN(c3ccccc3)C2)C1
12%,41%[activator],·,COCCCNC(=O)c1cnn(-c2ccc(F)cc2F)c1C1CCNCC1
-5%,-10%,1%,Cc1cccc(C(=O)NCCN2CCN(c3ccccc3)CC2)c1
·,-3%,15%,O=c1c(-c2cccc(Cl)c2)nc2cncnc2n1Cc1ccccc1Cl
17%,-4%,·,COc1cccc(NC(=O)CN2C=NS(=O)(=O)c3ccccc32)c1
8%,-9%,-2%,O=C(CCCSc1ccccc1)Nc1nc(-c2ccccn2)cs1
2%,-1%,27%,Nc1c(C(=O)c2ccccc2)oc2ccc(Br)cc12
11%,-6%,3%,O=C(O)CCCCCNC(=O)c1cccc(Br)c1
1%,-9%,0%,Cc1cccn2cc(CNS(=O)(=O)c3ccc4ccccc4c3)nc12
-8%,-3%,24%,Cc1cc(C)c(C#N)c(SCC(=O)Nc2ccc3c(c2)OCO3)n1
-1%,-6%,-20%,COc1ccc(Cl)cc1NC(=O)CSc1nnc(C)c(=O)n1N
-22%,-10%,-5%,Cc1ccccc1N1CCN(S(=O)(=O)c2cccs2)CC1
-4%,-3%,·,Cc1ccc(Cl)cc1N1CCN(c2nc3ccc(C(=O)c4ccccc4)cc3n3cnnc23)CC1
-3%,-11%,-4%,CCOC(=O)c1c(-c2ccccc2)nc2ccccn12
-1%,-4%,-9%,CC(=O)C1=C(C)NC(=O)NC1c1ccccc1 (stereo not drawn)
-16%,-9%,11%,CC1(C)Cc2ccccc2-c2nnc(SCC(=O)Nc3ccc4c(c3)OCO4)n21
-5%,3%,8%,COC(=O)c1cc(F)c(-n2cncn2)c(F)c1
1%,0%,-9%,COc1ccc(CCNC(=O)CNC(=O)c2ccco2)cc1
20%,-7%,2%,O=C(O)C1CSC2(c3ccc(Br)cc3)CCC(=O)N12 (stereo not drawn)
-14%,-3%,-3%,CCCN(CCC)C(=O)Cn1c(=O)c2sccc2n2c(=S)sc(-c3ccccc3)c12
-6%,-23%,-16%,CCOc1ccc(/C=N/n2c(COc3ccccc3)n[nH]c2=S)cc1OC
3%,-19%,·,Cc1ccc(NC(=O)CN2C(=O)CCc3ccccc32)cc1C
-11%,-5%,6%,COc1cc(/C=C2\SC(=S)N(CCC(=O)N3CCN(C)CC3)C2=O)cc(OC)c1OC
1%,-5%,5%,CCC(O)c1c(-c2ccccc2)nn(C)c1Cl (stereo not drawn)
-7%,-14%,1%,Cc1nc2c(C)cccn2c1/C(O)=C1\C(=O)C(=O)N(CCN2CCOCC2)C1c1cccs1 (stereo not drawn)
21%,0%,7%,COC(=O)c1ncccc1SC
-15%,-9%,-15%,COc1ccc(NC(=O)CN2C(=O)c3cccc4cccc2c34)c(OC)c1
-6%,-6%,·,CCOc1ccc(CN2C(=O)c3ccccc3C2=O)cc1C(=O)NC1CC(C)(C)NC(C)(C)C1
0%,0%,19%,CCOC(=O)c1nc2ccccc2c(=O)[nH]1
-9%,-1%,-8%,C/C(=N\NC(=O)C1CCCC1)c1ccc(Cl)c(Cl)c1
-17%,-1%,·,CC1CCCN(C(=O)COC(=O)COc2ccc(C#N)cc2)C1 (stereo not drawn)

Complete entries from above. Order of screens: FEN1 inh, GCN5L2 inh, N370S GC
COc1cc(/C=C2\SC(=S)N(CCC(=O)N3CCN(C)CC3)C2=O)cc(OC)c1OC is entered as -11%, -5%, 6%
Cc1ccc(NC(=O)CN2C(=O)CCc3ccccc32)cc1C is entered as 3%, -19%, ·
COC(=O)c1ncccc1SC is entered as 21%, 0%, 7%
CCOc1ccc(CN2C(=O)c3ccccc3C2=O)cc1C(=O)NC1CC(C)(C)NC(C)(C)C1 is entered as -6%, -6%, ·

Next records
FEN1 inh,GCN5L2 inh,N370S GC,SMILES
-1%,-2%,9%,Cc1ccc(C(=O)NC2(C(Cl)Cl)N=C(c3ccccc3)N=C2N)cc1 (stereo not drawn)
-2%,0%,·,Cc1cccc(NC(=O)c2oc3ccccc3c2NC(=O)c2cc(=O)c3ccccc3o2)c1
-3%,-13%,-1%,CC(=O)/C(=N/Nc1ccccc1C)N1CCOCC1
0%,2%,·,CC1CC(C)CN(C(=O)COC(=O)c2ccc3c(c2)OCO3)C1 (stereo not drawn)
-11%,-7%,·,CC1=C(C(=O)Nc2cccc(Cl)c2)C2(CCCCCC2)OC1=O
17%,-8%,·,COc1ccc(-c2nc3n(n2)C(c2ccc(OC)c(OC)c2)C(C(=O)Nc2cccnc2)=C(C)N3)cc1 (stereo not drawn)
1%,-1%,4%,COc1ccc(C2=NN(C(=O)CCC(=O)O)C(c3ccc(F)cc3)C2)cc1 (stereo not drawn)
-14%,-16%,23%,CCOC(=O)c1c(-c2ccc(C)o2)csc1NC(=O)COC(=O)c1ccc(NC(N)=O)cc1
-5%,3%,-28%,O=C1NCCNC(=O)c2ccccc2OCCOc2ccccc21
50%[activator],0%,0%,O=C(Cc1ccc(F)cc1)NC1CCCCCC1
-4%,-2%,8%,CC1=C(C(=O)N(C)Cc2ccccc2)C2(CCC(C)CC2)OC1=O (stereo not drawn)
3%,2%,13%,O=S(=O)(N=S(N1CCCCC1)N1CCCCC1)c1ccccc1
6%,-4%,-3%,Cc1onc(-c2c(F)cccc2Cl)c1C(=O)NNC(=O)C1CCN(Cc2ccccc2)CC1
-3%,-7%,6%,CC(=O)c1cnn(-c2cc(Oc3ccccc3C)ncn2)c1C
-1%,-1%,2%,CC(=O)c1ccn(S(=O)(=O)c2ccccc2)c1
4%,-30%,24%,Cc1ccc(S(=O)(=O)c2c(C)nn(C(C)(C)C)c2OC(=O)c2ccc(Br)o2)cc1
-5%,-18%,5%,CSc1nsc(SC)c1C(=O)N1CCN(S(=O)(=O)c2ccc(C)cc2)C1C (stereo not drawn)
-12%,-12%,-4%,O=S(=O)(c1ccc(NC(=S)N/N=C/c2ccc(N3CCOCC3)cc2)cc1)N1CCOCC1
-17%,·,0%,COc1cc(N)ccc1C(=O)O
0%,-1%,6%,O=C(c1cc(-c2ccccc2)on1)N1CCN(c2ccccc2)CC1
3%,-4%,1%,CCCn1c(N)c(Br)c(=O)[nH]c1=O
·,-19%,4%,COC(=O)CSc1ncnc2c1sc1nc(-c3ccco3)c3c(c12)CC(C)(C)OC3
-9%,-5%,-11%,O=C1C=C(Nc2ccccc2)c2ccccc2C1=O
-2%,-3%,-5%,CCN(CC)CCNC(=O)c1ccc(NC(=O)COc2ccccc2F)cc1

Some of the entries above in a different format:
mol	FEN1 inh	GCN5L2 inh	N370S GC
Cc1cccc(NC(=O)c2oc3ccccc3c2NC(=O)c2cc(=O)c3ccccc3o2)c1	-2%	0%	·
CC(=O)/C(=N/Nc1ccccc1C)N1CCOCC1	-3%	-13%	-1%
CC1CC(C)CN(C(=O)COC(=O)c2ccc3c(c2)OCO3)C1 (stereo not drawn)	0%	2%	·
CC1=C(C(=O)Nc2cccc(Cl)c2)C2(CCCCCC2)OC1=O	-11%	-7%	·
COc1ccc(-c2nc3n(n2)C(c2ccc(OC)c(OC)c2)C(C(=O)Nc2cccnc2)=C(C)N3)cc1 (stereo not drawn)	17%	-8%	·
COc1ccc(C2=NN(C(=O)CCC(=O)O)C(c3ccc(F)cc3)C2)cc1 (stereo not drawn)	1%	-1%	4%
CCOC(=O)c1c(-c2ccc(C)o2)csc1NC(=O)COC(=O)c1ccc(NC(N)=O)cc1	-14%	-16%	23%
O=C1NCCNC(=O)c2ccccc2OCCOc2ccccc21	-5%	3%	-28%
O=C(Cc1ccc(F)cc1)NC1CCCCCC1	50%[activator]	0%	0%
CC1=C(C(=O)N(C)Cc2ccccc2)C2(CCC(C)CC2)OC1=O (stereo not drawn)	-4%	-2%	8%
O=S(=O)(N=S(N1CCCCC1)N1CCCCC1)c1ccccc1	3%	2%	13%
Cc1onc(-c2c(F)cccc2Cl)c1C(=O)NNC(=O)C1CCN(Cc2ccccc2)CC1	6%	-4%	-3%
CC(=O)c1cnn(-c2cc(Oc3ccccc3C)ncn2)c1C	-3%	-7%	6%
CC(=O)c1ccn(S(=O)(=O)c2ccccc2)c1	-1%	-1%	2%
Cc1ccc(S(=O)(=O)c2c(C)nn(C(C)(C)C)c2OC(=O)c2ccc(Br)o2)cc1	4%	-30%	24%
CSc1nsc(SC)c1C(=O)N1CCN(S(=O)(=O)c2ccc(C)cc2)C1C (stereo not drawn)	-5%	-18%	5%
O=S(=O)(c1ccc(NC(=S)N/N=C/c2ccc(N3CCOCC3)cc2)cc1)N1CCOCC1	-12%	-12%	-4%
COc1cc(N)ccc1C(=O)O	-17%	·	0%
O=C(c1cc(-c2ccccc2)on1)N1CCN(c2ccccc2)CC1	0%	-1%	6%
CCCn1c(N)c(Br)c(=O)[nH]c1=O	3%	-4%	1%
COC(=O)CSc1ncnc2c1sc1nc(-c3ccco3)c3c(c12)CC(C)(C)OC3	·	-19%	4%
O=C1C=C(Nc2ccccc2)c2ccccc2C1=O	-9%	-5%	-11%
CCN(CC)CCNC(=O)c1ccc(NC(=O)COc2ccccc2F)cc1	-2%	-3%	-5%

Continued.
FEN1 inh,GCN5L2 inh,N370S GC,SMILES
1%,-17%,-1%,Cc1ccc(OCC(=O)c2cc(C)c(C)cc2C)c([N+](=O)[O-])n1
21%,-3%,·,COc1cccc(NC(=O)c2cc3c(=O)n(Cc4cccnc4)ccc3nc2C)c1
?,?,-2%,O=C(CN1CCCCC1)n1c2ccccc2c2ccccc21
-5%,-5%,14%,CCCCOc1ccccc1/C=N/NC(=O)CC#N
?,-28%,·,COCCN(C(=O)c1cc(-c2ccco2)nc2ccccc12)c1c(N)n(Cc2ccccc2)c(=O)[nH]c1=O
-7%,-15%,2%,C=CCn1c(-c2cccn(Cc3cccc(Cl)c3)c2=O)n[nH]c1=S
-14%,-11%,·,CC(=O)C[C@H](O)CC(=O)[C@H]1OC(=O)CCCCCc2ccccc21
-2%,32µM*,?,COc1ccc(-c2cn3cccnc3n2)cc1
4%,20%,5%,CC(C)(C)n1ncc2c(=O)n(CC(=O)N3CCCCCC3)cnc21
11%,-12%,·,COc1ccc(OC)c(C2C(C(=O)Nc3ccc(C)cc3)=C(C)Nc3nnnn32)c1 (stereo not drawn)
